Assay outcomes as filed in PubChem.
FN deposition inh = fibronectin deposition inhibition. 350,000 tested, 0.086% active. AH1F fibroblasts, Alexa488-fibronectin deposition fluorescence, overnight. inhibition, % at 12.6 µM. AID 743247;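 active means mean inhibition across replicates of 30% or more, regardless of how many single replicates reach that level; inconclusive means mean under 30% yet at least half of replicates reach 30%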;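 further: positive control wells lacked labelled fibronectin entirely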
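Measured by – fluorescence 485/525 nm · System – AH1F fibroblast monolayer, labelled fibronectin deposition · Amount – 10000 cells per well · Buffer or medium – serum-reduced DMEM (2% serum) · Doses – single dose, pinned · Also added – fluorescent fibronectin at 24 nM final · Schedule – 1 h cell attachment, overnight exposure to compound and label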
PAX8 reporter = inhibitors of PAX8 transcriptional activity in RMG-I cells. 360,000 tested, 1.2% active. RMG-I TPO-luciferase reporter, SteadyGlo, 24 h. inhibition, % at 12.6 µM;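 active means mean replicate inhibition at least 60% with every replicate also reaching 60%; inconclusive means only one of the two criteria is met; inactive means mean below 60% and not all replicates reaching 60%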;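 further: luciferase light reporting Pax8 driven TPO promoter activity; plate controls were median of neutral control wells for no effect and mitoxantrone controls for full effect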
LGR2 inh = inhibitors of bursicon-induced Drosophila LGR2 receptor cAMP signaling | 380,000 tested, 0.35% active | inhibition, % at 9.99 µM | HEK293 LGR2, CRE-luciferase, bursicon-stimulated, 4 h;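 active means drop in luminescence signal, shown as inhibition above about 50% in the replicate tests, limit read from the data, passing the limit was not always enough; inconclusive means probably only some replicates passing the limit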;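 further: agonist challenge used bursicon conditioned medium at about half maximal strength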
S100A4 MyoIIA = S100A4-myosin IIA interaction inhibition | 360,000 tested, 0.14% active | inhibition, % at 10.7 µM | P26447 | AID 652163 | S100A4/TAMRA-MyoIIA peptide fluorescence polarization;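 active means mean inhibition of at least 70% across replicates, with every replicate also reaching that level; inconclusive means mean inhibition reaches 70% but some replicates fall short; inactive means mean inhibition below 70%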
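assay system = human S100A4 monomer with TAMRA-labelled myosin IIA peptide | also added = labelled myosin peptide probe, 5 nM | incubation = 5 min between mix addition and reading | control set = DMSO and TFP controls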
EWS-Fli block = blocks EWS/Fli oncoprotein-driven transcription. A673 NR0B1-luciferase reporter, viability-normalised. inhibition, % at 12.6 µM. 350,000 tested, 0.67% active;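 active means mean inhibition of at least 50% after viability correction, with every replicate also passing that limit; inconclusive means mean reaches 50% but only one of two replicates passes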;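 further: firefly luciferase signal divided by Alamar Blue viability fluorescence both relative to DMSO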
PglD DTNB = blocks C. jejuni PglD acetyltransferase activity | purified PglD enzyme, DTNB colorimetric CoA detection | inhibition, % at 12.5 µM | 360,000 tested, 0.098% active | AID 602405; in the data active means inhibition above about 16%, passing the limit was not always enough; inconclusive means no clear call, values can overlap the other calls; further: strong numbers were not always called active
ERAP1 HTS inh = blocks human ERAP1 aminopeptidase activity; Q9NZ08; recombinant ERAP1, Leu-AMC fluorescence, 60 min; inhibition, % at 10.7 µM; 340,000 tested, 0.15% active;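 active means mean replicate inhibition of at least 30%, or all replicates individually reaching that 30% level; inactive means mean below 30% and not every replicate reaching it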;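 further: 0% = neutral control wells and 100% = L-leucinethiol positive control wells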
Target sequence (Q9NZ08 whole entry, looked up): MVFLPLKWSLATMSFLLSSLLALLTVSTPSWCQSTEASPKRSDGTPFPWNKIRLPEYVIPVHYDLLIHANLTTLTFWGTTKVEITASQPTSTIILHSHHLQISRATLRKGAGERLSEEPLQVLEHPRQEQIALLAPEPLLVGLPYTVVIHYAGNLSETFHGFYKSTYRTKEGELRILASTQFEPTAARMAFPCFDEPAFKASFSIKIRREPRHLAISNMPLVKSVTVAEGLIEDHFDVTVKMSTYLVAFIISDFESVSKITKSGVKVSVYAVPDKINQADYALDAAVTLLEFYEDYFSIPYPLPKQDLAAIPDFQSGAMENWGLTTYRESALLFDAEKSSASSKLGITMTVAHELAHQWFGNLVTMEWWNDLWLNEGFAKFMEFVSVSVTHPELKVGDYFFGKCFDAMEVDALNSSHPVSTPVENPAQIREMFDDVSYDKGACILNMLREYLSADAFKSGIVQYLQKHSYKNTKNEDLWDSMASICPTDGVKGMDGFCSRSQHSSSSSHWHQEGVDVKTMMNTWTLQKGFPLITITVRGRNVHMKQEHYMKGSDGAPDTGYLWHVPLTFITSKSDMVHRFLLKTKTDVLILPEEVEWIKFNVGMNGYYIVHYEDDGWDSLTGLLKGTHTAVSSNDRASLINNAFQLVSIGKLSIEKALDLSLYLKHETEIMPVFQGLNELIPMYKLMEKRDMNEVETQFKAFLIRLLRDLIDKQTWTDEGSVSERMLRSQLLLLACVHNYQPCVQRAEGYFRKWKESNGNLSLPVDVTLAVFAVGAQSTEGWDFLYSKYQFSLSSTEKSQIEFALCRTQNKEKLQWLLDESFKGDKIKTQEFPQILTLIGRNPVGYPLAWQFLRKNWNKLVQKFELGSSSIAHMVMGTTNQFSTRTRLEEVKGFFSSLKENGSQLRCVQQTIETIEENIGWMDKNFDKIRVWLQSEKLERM
PGC1a acetyl inh = modulators of PGC1a acetylation | U2OS PGC1a acetylation, AlphaScreen anti-acetyl-lysine; with virally co-expressed GCN5 acetyltransferase | inhibition, % at 15.6 µM | 350,000 tested, 0.17% active;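 active means every replicate shows inhibition of at least 40%; inconclusive means mean inhibition at least 40% but some replicate below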;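 further: 0% = neutral control wells and 100% = positive control wells; some results beyond the cut were filed as inactive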
Active calls of the source: *; ? = inconclusive; . = not tested or not shown; & = joins results of further samples.

smiles	FN deposition inh	PAX8 reporter	LGR2 inh	S100A4 MyoIIA	EWS-Fli block	PglD DTNB	ERAP1 HTS inh	PGC1a acetyl inh
Cc1nccn1CC(=O)N/N=C/c1c[nH]c2ccccc12	-1	8	-3	9	12	0	3	1
Cc1cc(N2CCCCC2)nc(-c2ccc(Br)cc2)n1	0	-3	-29	2	-7	.	0	-9
CCCC(C)c1oc(=O)cc(O)c1C (centres undefined)	16	7	-18	7	5	4	1	1
Cc1ccc(NC(=S)N(Cc2ccccc2)Cc2cccs2)c(C)c1	.	-6	-4	1	0	.	0	.
O=C(C[C@H]1C=C[C@@H](NC(=O)C2CCC2)[C@H](CO)O1)NCCCN1CCOCC1	8	-1	?	8	1	-2	-1	8
Cc1ccc(NC(=O)COC(=O)c2cc(=O)c3cc(F)ccc3o2)cc1	-7	-11	-8	1	-8	1	3	.
CCOC(=O)C(C(=O)OCC)C1CCS(=O)(=O)C1 (centres undefined)	-3	-1	.	.	.	1	.	-1
CCC(C)Sc1ccc([C@@H]2[C@H]3C(=O)N(C)C(=O)[C@H]3[C@]3(C(=O)OC)CCCN23)cc1 (some centres undefined)	15	-2	3	3	4	4	.	-6
CCCn1nnc(NC(=S)NC(=O)C(C)(C)C)n1	.	-21	12	2	87*	6	12	.
C[C@H](CO)N1C[C@H](C)[C@H](CN(C)C)Oc2cc(C3=CCCC3)ccc2S1(=O)=O	-6	.	-1	98*	2	3	-3	.
C=CCOc1c(Cl)cc(CNc2nccs2)cc1OC	4	-9	10	-15	6	8	0	10
COc1ccc(S(=O)(=O)N(C)C[C@@H]2Oc3cc(C4=CCCC4)ccc3S(=O)(=O)N([C@H](C)CO)C[C@@H]2C)cc1	9	.	-13	6	12	1	-3	0
CC1CC(C)CN(C(=O)COC(=O)c2cc([N+](=O)[O-])ccc2N2CCOCC2)C1 (centres undefined)	14	-1	2	-4	-4	.	7	.
CCOC(=O)c1cc(-c2cccs2)[nH]n1	0	-23	-21	2	-4	.	.	.
NC1=NC(c2ccccc2C(F)(F)F)N(c2ccc(F)c(Cl)c2)C(N)=N1 (centres undefined)	8	-5	-49	-7	6	3	0	3
CN1OC[C@@H]2CN(S(=O)(=O)c3cccc4ccccc34)[C@H](c3ccc(N4CCCCC4)cc3)C[C@@H]21	-3	9	7	-19	6	10	.	?
O=C(Nc1cc(F)ccc1F)N1CCCCN2[C@@H](CO)[C@@H](c3ccc(-c4cncnc4)cc3)[C@@H]2C1	.	-13	-12	4	.	-1	0	-1
C[C@H]1CCCCO[C@@H](CN(C)S(=O)(=O)c2cn(C)cn2)[C@@H](C)CN([C@@H](C)CO)C(=O)c2cc(NC(=O)Nc3ccc(C(F)(F)F)cc3)ccc2O1	.	18	5	.	11	-3	.	0
CCOc1ccccc1CNC(=O)CCc1cn(C)c2ccccc12	1	10	17	-9	-17	-9	1	.
CCOC(=O)Cn1c(C(C)=O)nc2ccccc21	-2	2	16	1	-1	-1	-1	4
CO[C@H]1CN(C)C(=O)c2ccc(NC(=O)C3CCC3)cc2OC[C@@H](C)N(Cc2nccs2)C[C@H]1C	-5	-9	4	-3	3	3	2	.
CCN(CCCNC(=O)c1c(C)cc(=O)oc1C)c1cccc(C)c1	-8	.	-10	.	.	3	.	-6
O=C(CCN1C(=O)C2CCCCC2C1=O)Nc1cc([N+](=O)[O-])ccc1Cl (centres undefined)	0	-7	8	-1	8	0	-2	1
CC=Cc1ccc2n(c1=O)C[C@H]1[C@H](CO)[C@@H](C(=O)N(C)C)[C@@H]2N1C(=O)c1ccc(F)cc1 (mixture of isomers)	.	-2	1	11	-7	-2	0	.
Cc1ccc(NC(=S)N(CCN(C)C)Cc2cccs2)cc1C	-7	32	-12	0	-21	.	7	-5
O=C(Nc1ccc(Oc2ccccc2)cc1)c1csc([C@@H]2O[C@H](CO)[C@H](O)[C@H](O)[C@H]2O)n1	-3	5	5	-2	-4	-7	-1	3
C[C@@H]1CN([C@@H](C)CO)C(=O)c2cccc(NC(=O)NC3CCCCC3)c2O[C@H]1CN(C)S(=O)(=O)c1ccc(Cl)cc1	-19	-1	-23	2	10	3	1	2
COc1ccc(CNC(=O)C2CCN(S(=O)(=O)c3ccc4c(c3)C(C)(C)C(=O)N4C)CC2)cc1	5	-25	-7	-2	9	-4	0	0
O=C(NN1CCOCC1)c1ccc(Br)s1	11	3	-10	-6	-20	1	-1	7
C[C@@H]1ON(C)[C@H]2C[C@H]3c4[nH]c5c(-c6ccc(F)cc6)cccc5c4CCN3C(=O)[C@@H]12	12	-22	-17	2	-10	.	1	.
COCCNC(=O)CN1N=C(c2ccc(OC)cc2)CCC1=O	3	1	11	0	-8	1	0	-4
COc1ccc(C(=O)N/N=C\c2coc3ccccc3c2=O)cc1	-12	-3	-5	-5	7	1	-2	.
C[C@H](CO)N1C[C@H](C)[C@@H](CN(C)Cc2ccc3c(c2)OCO3)Oc2ccc(NS(C)(=O)=O)cc2C1=O	-26	-10	13&20	3&7	-8&-5	-3&-3	3	-1
CCCCn1c(N)c(N(CCOC)C(=O)c2cccc(S(=O)(=O)N3CCCCC3)c2)c(=O)[nH]c1=O	3	.	-11	0	6	1	1	.
NC(=O)NC(=O)COC(=O)c1ccc(OC(F)(F)F)cc1	-9	18	9	0	10	.	13	.
O=C(Nc1ccc(Cc2ccncc2)cc1)c1cccs1	.	-13	-19	-1	-26	0	-3	9

Additional compounds follow.
Under each structure – FN deposition inh	PAX8 reporter	LGR2 inh	S100A4 MyoIIA	EWS-Fli block	PglD DTNB	ERAP1 HTS inh	PGC1a acetyl inh
CC(Oc1ccc2c(-c3ccccc3)cc(=O)oc2c1)C(=O)NCC(O)c1ccccc1 (centres undefined)
 : .	.	.	-6	10	-7	0	2
CC(C)C(NC(=O)c1ccccc1F)C(=O)NCc1ccccc1 (centres undefined)
 : 4	-27	5	-4	3	3	4	.
Cc1sc2nc(SCCO)n(-c3ccccc3)c(=O)c2c1C
 : 2	20	12	-6	14	-1	-1	7
COc1ccc(CC(=O)Oc2cc(C)ccc2C)cc1
 : 2	-34	1	1	7	.	3	.
Cc1ccc(NC(=O)CSc2nnc(-c3cc(C)[nH]n3)n2N)c(C)c1
 : 2	-20	18	-3	.	-1	2	0
COc1ccccc1NC(=O)CN(C)S(=O)(=O)c1cccc2cccnc12
 : 4	-5	12	0	-9	-2	1	-10
CCCCCCNC(=O)c1cc(S(=O)(=O)N2CCc3ccccc32)ccc1F
 : -3	10	0	0	14	1	-1	3
COc1ccccc1CNC(=O)CC12CC3CC(CC(Br)(C3)C1)C2
 : 2	-10	-5	-25	-8	-11	3	-3
Cc1ccccc1C(=O)Nc1ccc(S(=O)(=O)N2CC(C)OC(C)C2)cc1 (centres undefined)
 : 3	-6	19	-3	8	-1	-5	-6
COCCCN1C(=O)C(CC(=O)NCc2ccco2)CC(C(=O)N(C(C)C)C(C)C)=C1C (centres undefined)
 : 6	6	4	0	3	2	-2	8
O=C1CN(S(=O)(=O)Cc2ccccc2)C[C@H]2[C@@H](c3ccc(C#Cc4ccc(F)cc4)cc3)[C@@H](CO)N12
 : .	0	-6	-12	6	.	-1	0
O=C(O)C[C@@H]1CC[C@H](NC(=O)Nc2ccccc2)[C@@H](CO)O1
 : -5	7	-12	-39	-1	3	-2	-2
C[C@H]1CCCCO[C@@H](CN(C)C(=O)CCCN(C)C)[C@@H](C)CN([C@@H](C)CO)C(=O)c2cc(NS(=O)(=O)c3ccccc3)ccc2O1
 : -5	15	0	-6	-7	-3	-2	9
Cc1cccc(C)c1NC(=O)C(c1ccccc1)N1CCC(Cc2ccccc2)CC1 (centres undefined)
 : -2	-7	5	-5	4	-3	-1	0
Cc1ccc(S(=O)(=O)N2[C@@H](c3ccccc3)C(C(=O)O)=CC[C@H]2c2cccc(C)c2)cc1
 : 4	-6	-10	-4	-2	0	.	.
C[C@@H]1CN([C@@H](C)CO)C(=O)c2cc(-c3cccnc3)cnc2O[C@H]1CN(C)C(=O)NC1CCCC1
 : -1	.	2	2	-9	4	-5	-7
C[C@H]1CN([C@@H](C)CO)C(=O)c2cc(C#CC3CCCCC3)cnc2O[C@H]1CN(C)C(=O)NC1CCCC1
 : 5	.	-13	4	-7	7	-5	-10
CC(=O)Nc1ccccc1C
 : .	.	-12	-4	-4	6	4	-1
Cc1ccc(-c2ccc3c(c2)O[C@@H](CN(C)Cc2ccccn2)[C@@H](C)CN([C@H](C)CO)S3(=O)=O)cc1
 : .	.	-7	2	-1	0	-2	4
Cc1cccc(S(=O)(=O)N2CC[C@H]3[C@H](CO)Nc4ccc(C#Cc5ccc(F)cc5)cc4[C@H]32)c1
 : 24	0	-19	-12	10	0	2	-9

Reformatted field by field: 3 of the compounds above
Cc1cccc(C)c1NC(=O)C(c1ccccc1)N1CCC(Cc2ccccc2)CC1 (centres undefined)
- FN deposition inh = -2
- PAX8 reporter = -7
- LGR2 inh = 5
- S100A4 MyoIIA = -5
- EWS-Fli block = 4
- PglD DTNB = -3
- ERAP1 HTS inh = -1
- PGC1a acetyl inh = 0

Cc1ccc(S(=O)(=O)N2[C@@H](c3ccccc3)C(C(=O)O)=CC[C@H]2c2cccc(C)c2)cc1
- FN deposition inh = 4
- PAX8 reporter = -6
- LGR2 inh = -10
- S100A4 MyoIIA = -4
- EWS-Fli block = -2
- PglD DTNB = 0
- ERAP1 HTS inh = .
- PGC1a acetyl inh = .

C[C@@H]1CN([C@@H](C)CO)C(=O)c2cc(-c3cccnc3)cnc2O[C@H]1CN(C)C(=O)NC1CCCC1
- FN deposition inh = -1
- PAX8 reporter = .
- LGR2 inh = 2
- S100A4 MyoIIA = 2
- EWS-Fli block = -9
- PglD DTNB = 4
- ERAP1 HTS inh = -5
- PGC1a acetyl inh = -7
